# TDP1 cell noCPT: qHTS for Inhibitors of human tyrosyl-DNA phosphodiesterase 1 (TDP1): qHTS in cells in absence of CPT; DT40 Tdp1-/- hTDP1 cells, no CPT, ATP luminescence, 48 h; Potency, µM (top dose mostly 46.2 µM), inactives show at the highest dose activity change, negative = growth inhibition, most hits filed as inhibitors; 15% of 420,000 active; note: nearly all actives have a fitted effect of over 55% in size
#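 Chicken DT40 Tdp1-/- cells stably complemented with human TDP1 were seeded at 400 cells/well with DMSO in place of 20 nM camptothecin. After compound pinning, cells grew at least 48 hr at 37 °C; viability read by CellTiter-Glo luminescence.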
# TDP1 inh: inhibitors of human tyrosyl-DNA phosphodiesterase TDP1. 0.28% of 350,000 active. Q9NUW8. recombinant TDP1, AlphaScreen DNA substrate cleavage. Potency, µM (titrated, usually from 130 µM), inactives show at the highest dose activity change, negative = inhibition, usual class: inhibitors; note: nearly all actives have a fitted effect of over 40% in size
#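 Signal: AlphaScreen proximity between streptavidin donor and anti-FITC acceptor beads on intact substrate. Reaction: Tdp1 1 nM, substrate 15 nM final, 5 min RT after 15 min compound preincubation.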
# GCN5L2 inh: blocks human GCN5L2 histone acetyltransferase. Q92830. GCN5L2 HAT assay, ThioGlo1 CoA-SH fluorescence. Potency, µM (series often up to 58.9 µM), for the others: top-dose activity change, negative = inhibition, most hits filed as inhibitors. 0.21% of 390,000 active. AID 504327
# Target sequence (Q92830 whole entry, looked up): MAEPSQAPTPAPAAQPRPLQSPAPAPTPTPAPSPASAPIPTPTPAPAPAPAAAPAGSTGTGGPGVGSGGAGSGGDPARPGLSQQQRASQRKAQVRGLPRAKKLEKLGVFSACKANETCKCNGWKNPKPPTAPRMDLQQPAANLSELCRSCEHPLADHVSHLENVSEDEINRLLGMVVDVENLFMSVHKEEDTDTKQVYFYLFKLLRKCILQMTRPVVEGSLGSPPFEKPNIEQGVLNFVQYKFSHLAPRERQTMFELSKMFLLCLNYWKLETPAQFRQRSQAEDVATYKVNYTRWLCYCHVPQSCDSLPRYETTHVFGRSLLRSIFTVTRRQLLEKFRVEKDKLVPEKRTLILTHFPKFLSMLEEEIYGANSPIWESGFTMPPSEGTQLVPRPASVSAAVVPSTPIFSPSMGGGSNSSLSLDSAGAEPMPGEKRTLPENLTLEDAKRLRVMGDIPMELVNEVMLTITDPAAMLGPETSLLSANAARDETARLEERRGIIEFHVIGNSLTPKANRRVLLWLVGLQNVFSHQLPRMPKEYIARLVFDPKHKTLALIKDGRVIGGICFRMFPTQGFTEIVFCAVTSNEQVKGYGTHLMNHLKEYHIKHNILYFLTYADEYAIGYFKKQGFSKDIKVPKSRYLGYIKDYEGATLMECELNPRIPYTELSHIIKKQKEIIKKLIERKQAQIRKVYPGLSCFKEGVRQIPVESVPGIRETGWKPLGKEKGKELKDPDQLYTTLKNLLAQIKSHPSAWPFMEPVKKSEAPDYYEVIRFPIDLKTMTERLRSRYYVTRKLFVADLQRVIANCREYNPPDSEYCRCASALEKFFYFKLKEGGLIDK
#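 Titration-based screen in which CoA formation is detected via maleimide probe ThioGlo1 (50uM) turning fluorescent on thiol reaction; substrates H3(1-25) 75uM and acetyl-CoA 70uM, GCN5L2 20nM, 20 min incubation at room temperature.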
# * = called active by the depositor; ? = inconclusive; nt = no result given; & = joins results of further samples; [ ] = another dose, or the depositor's remark. Calls come from the whole dose curve; as a rule, active = well fitted curve in the direction sought with a large enough effect; inconclusive = small, poorly fitted or top-dose-only effect, or another doubt; inactive = no such curve, though single readings can be large; an effect the other way counts as inactive or inconclusive. % is set by controls: 0 for no effect and ±100 for the full control effect; potency is the fitted concentration of half-maximal effect.
SMILES,TDP1 cell noCPT,TDP1 inh,GCN5L2 inh
O=C(COc1ccccc1)Nc1nnc(-c2ccc(Cl)cc2)o1,?,2%,3%
COc1cc(NC(=O)C2CCC(CNS(=O)(=O)c3csc(C(N)=O)c3)CC2)cc(OC)c1 (stereo unspecified),?,1%,-7%
COc1ccccc1NC(=O)Cn1nc(C)n2cccc2c1=O,-10%&-8%,1%&-3%,-2%&-10%
Nc1cccc(Nc2ccccc2)c1,1%,12%,-10%
CC(=O)Nc1nonc1-c1nnc(SCC(=O)Nc2ccc(C)c(Cl)c2)n1-c1ccccc1,16µM*,2%,-25%
C=CCN1C(=O)C2(C(C#N)=C(N)Oc3n[nH]c(CCC)c32)c2ccccc21 (stereo unspecified),-12%,9%,-3%
COc1ccc(-c2cc(C(=O)N3CCN(c4ncccn4)CC3)c3ccccc3n2)cc1OC,?,-17%,-9%
COc1ccccc1N1C(=O)c2ccc(C(=O)Nc3ccc(C(=O)O)cc3)cc2C1=O,-1%,nt,-19%
CCOc1cc(NC(=S)NCC2CCCO2)c(OCC)cc1NC(=O)c1ccc(OC)cc1 (stereo unspecified),-9%,8%,2%
COc1cc(Cl)c(C)cc1NC(=O)c1ccccc1NC(=O)CN1CCOCC1,4.6µM*,nt,-5%
O=C(COC(=O)/C=C/c1ccccc1)Nc1ccc2c(c1)OCCO2,-4%,1%,-8%
O=C(NC(=S)NCC1CCCO1)c1ccccc1Br (stereo unspecified),12%,6%,3%
COc1ccccc1-n1c(=O)n(C)c2c(C(N)=O)nc(-c3cc(OC)c(OC)c(OC)c3)nc21,nt,4%,-10%
Cc1sc2c(c1C)c(=O)n(-c1ccccc1)c1nnc(C)n21,-19%,-4%,?
Nc1n[nH]c(CO)n1,9%,0%,-14%
CCCn1c(=O)c2ccccc2n2c(SCc3cc(=O)oc4ccc5ccccc5c34)nnc12,?,5%,?
Cc1nc(SCn2nnc3ccccc3c2=O)nc(C)c1C,-16%,2%,0%
CCOc1ccc(N2CC(=O)N/C2=N\c2nc(C)cc(C)n2)cc1,-29%,5%,3%
Cc1cc(CNC(=O)c2cc(Br)ccc2Cl)nn1C,-25%,7%,-10%
CC1=C(C(=O)NCc2cccc(Br)c2)C2(CCCCC2)OC1=O,23µM*,1%,-4%
C=CCNc1nc2c(c(=O)[nH]c(=O)n2C)n1CCCCC,4%,5%,-4%
COc1ccc2[nH]c(C)c(CN3CCC(C)CC3)c(=O)c2c1,-8%,-2%,-1%
CCOc1ccccc1NC(=O)CN(c1nccs1)S(=O)(=O)c1ccc(N)cc1,-17%,6%,1%
CCc1nnc(N2CCN(c3ncnc4c3oc3ccccc34)CC2)s1,18µM*,7%,1%
O=C(NCCc1c[nH]c2ccccc12)c1ccc(-n2cnnn2)cc1,?,5%,19%
# (further entries)
SMILES,TDP1 cell noCPT,TDP1 inh,GCN5L2 inh
CN(C)c1nc(OCCOC(=O)Nc2ccc(Cl)cc2Cl)nc(N(C)C)n1,-27%,0%,-20%
O=C(NNS(=O)(=O)c1cc(Cl)c(Cl)cc1Cl)c1cccnc1,-1%,2%,-20%
COc1ccc(S(=O)(=O)N2CCN(C(=O)[C@@H]3CCC(=O)N3C3OC(=O)c4ccccc43)CC2)cc1 (stereo partly specified),-8%,1%,3%
O=S(=O)(NCc1cc(-c2ccccc2)no1)c1ccccc1,1%,0%,-6%
Cc1ccnc(NC(=O)c2ccc(NC(=O)c3ccco3)cc2)c1,?,7%,1%
COC(=O)C1=C(N)Oc2cc(C)n(CCN3CCOCC3)c(=O)c2C1c1cccnc1 (stereo unspecified),1%,3%,-2%
O=C(CN1C(=O)NC2(CCOc3ccccc32)C1=O)Nc1cccc(Cl)c1 (stereo unspecified),?,3%,1%
O=C(Nc1cc2c(cc1C(=O)c1ccccc1Br)OCCO2)c1cccc(Cl)c1,-12%,5%,-1%
Cn1cc(Br)c(C(=O)Nc2sc3c(c2C(N)=O)CCCC3)n1,16µM*,nt,-9%
COc1ccc(C)cc1NC(=O)CNC(=O)Cn1ccc2ccccc2c1=O,?,8%,2%
COc1ccc(-c2cc(C(F)(F)F)n3nc(C(=O)O)nc3n2)cc1,-3%,-1%,-15%
CCC1SC(=NC(=O)c2ccc(Cl)c(Cl)c2)NC1=O (stereo unspecified),?,4%,1%
Cc1ccc(C(=O)c2oc3ccccc3c2NC(=O)c2cc(-c3cc(C)ccc3O)n[nH]2)cc1,13µM*,nt,-4%
CNC(=O)COc1ncnc2scc(-c3ccc(F)cc3)c12,10%,8%,-6%
CC(C)(C)n1nc2c(c1NC(=O)C1CC(=O)N(c3ccc(Cl)cc3)C1)CS(=O)(=O)C2 (stereo unspecified),-30%,3%[56.1 µM],2%
CCCn1c(=O)c(C(=O)NNC(=O)c2ccccc2[N+](=O)[O-])c(O)c2ccccc21,nt,3%,-6%
CCCSc1nc(NCc2ccco2)c2c3c(sc2n1)COC(C)(C)C3,?,0%,?
CC1CCCN(c2csc3ccc(F)cc3c2=O)C1 (stereo unspecified),-6%,2%,-1%
COc1ccc(Cc2nnc(N=Nc3c(O)[nH]c4ccc(Br)cc34)[nH]c2=O)cc1,-21%,3%,-10%
COc1ccc(NC(=S)N2CCCN(Cc3cc(C)ccc3C)C2)cc1,?,7%,-15%
CN(C)c1ccc(/C=N/NC(=O)C(=O)/C=C2\NC3(CCCC3)Cc3ccccc32)cc1,21µM*,3%,-5%
C=CCC(=O)OCC(=O)Nc1ccc(Oc2ccccc2)cc1,nt,2%,-9%
CCN(CC)S(=O)(=O)c1ccc2c(c1)N(CC(=O)NCc1ccc(F)cc1)C(=O)CO2,-17%,3%,3%
CC(C)C(=O)Nc1cc(C(F)(F)F)ccc1-n1ccnc1,4%,3%,-5%
CCOc1ccccc1NC(=O)CCNS(=O)(=O)c1ccc2[nH]c(=O)oc2c1,19%,2%,-8%
# (listing goes on)
SMILES,TDP1 cell noCPT,TDP1 inh,GCN5L2 inh
COCCCNC(=S)N1CCCN(c2nc3cc(C)ccc3cc2C#N)CC1,?,-5%,0%
CC(NC(=O)c1ccco1)C(=O)N1CCc2ccccc2C1 (stereo unspecified),-11%,5%,-13%
CCOC(=O)c1ccc(NC(=O)c2sc3nc4n(c(=O)c3c2C)CCC4)cc1,18µM*,0%&4%,-7%&-1%
NC(=O)C[C@H](NC(=O)Cc1ccc(O)cc1O)C(=O)O,1%&1%,4%,12%&-16%&-12%
CCN1C(=O)CSC1=Nc1cccc(C(=O)O)c1,-3%,nt,-2%
COc1ccc(/C=N/N2CCN(c3ccc(Cl)cc3)CC2)cc1O,-14%,2%,-2%
Clc1ccc(SCc2cc(N3CCOCC3)nc(-c3ccccn3)n2)cc1,3.3µM*,11%,-9%
NC(=O)C1CCN(c2ccnc3cc(Cl)ccc23)CC1,5%,3%,-4%
COc1cccc(CNC(=O)CCc2nnc(C3CCCCC3)o2)c1,-11%,5%,-12%
COc1ccc(N2C3=C(C(=O)CC(C)(C)C3)C(c3ccccc3OC)C3=C2CC(C)(C)CC3=O)cc1,16µM*,4%,2%
COC(=O)c1ccc(NC(=O)CC2C(=O)N(c3cccc(OC)c3)C(=O)N2Cc2cccc(OC)c2)cc1 (stereo unspecified),15µM*,6%,-6%
C=C[C@]1(C)C=C2CC[C@H]3[C@@](C)(CCC[C@@]3(C)C(=O)O)[C@@H]2CC1,-11%,0%,-12%
O=[N+]([O-])c1cccc(-c2csc(Nc3ccccc3)n2)c1,29µM*,11%,1%
Oc1c(CN2CCc3ccccc3C2)cc(Cl)c2cccnc12,5.8µM*,11%,-9%
CSc1nn(Cc2ccc(C)cc2)c(N)c1S(=O)(=O)c1ccccc1,23µM*,5%,-10%
CCOC(=O)C1=C(C)N(C)C(C)=C(C(=O)OCC)C1c1ccccn1,-17%,0%,-5%
COc1ccc2[nH]c(=S)cc(C)c2c1,-21%,3%,-22%
O=C(O)c1ccccc1C(=O)Nc1ccc(S(=O)(=O)Nc2nccs2)cc1,14%&10%,10%,0%
COc1ccc(CN2CCCC(C(=O)N3CCCCC3)C2)c(OC)c1 (stereo unspecified),?,2%,-3%
Cc1cc(=O)[nH]c(SCC(=O)Nc2ccc(Cl)cn2)n1,-6%,4%,-1%
CCCCc1nnc(NC(=O)CCS(=O)(=O)c2ccc(C)cc2)s1,?,0%,1%
CCN(CC(=O)Nc1ccc(NC(C)=O)cc1)C(=O)c1sc2nc3n(c(=O)c2c1C)CCC3,19%,-1%,2%
O=C(O)COc1ccc(Br)cc1/C=C1/SC(=O)N(CC(=O)N2CCCC2)C1=O,-4%,6%,-11%
CCCn1c(SCC(=O)NC2CCCC2)nnc1C(C)C,-12%,2%,-8%
O=C(CCc1ccc(S(=O)(=O)N2CCOCC2)cc1)Nc1c(F)cccc1F,-29%,0%,2%
# (more compounds)
SMILES,TDP1 cell noCPT,TDP1 inh,GCN5L2 inh
Cc1nc2ccccc2nc(C)c1=NOCc1ccc(C#N)cc1,-29%,3%,-2%
Cc1ccc(S(=O)(=O)C2C(=O)N(C)C3(C)CC2c2ccccc2O3)cc1 (stereo unspecified),16µM*,1%,1%
Cn1c(COc2ccc(F)cc2)nnc1SCC(=O)NC1CC1,-5%,4%,-4%
CSCCC1NC(=O)N(CC(=O)Nc2cc(C)on2)C1=O (stereo unspecified),15%,0%,-9%
CCS(=O)(=O)N1CCN(C(C)CCc2ccccc2)CC1 (stereo unspecified),-24%,-8%[56.1 µM],3%
Cc1ccc(C2C(C#N)=C(N)Oc3n[nH]c(C)c32)cc1 (stereo unspecified),-28%,10%,-3%
Cc1ccc(CNC(=O)CS(=O)(=O)CC(=O)O)cc1,31%[activator],-7%,-4%
O=C1Nc2c(c(=O)[nH]c(=O)n2-c2ccc(Cl)cc2)C1(NS(=O)(=O)c1ccccc1)C(F)(F)F (stereo unspecified),8%,0%,-2%
O=c1c(-c2ccc(F)cc2)nc2cnc(Oc3cccc(Cl)c3)nc2n1C[C@H]1CCCO1,-30%,nt,-18%
Cc1nn(-c2ccccc2)c2sc(C(=O)c3c(N)n(C)c(=O)n(C)c3=O)cc12,?,6%,-3%
Cc1[nH]nc2c1C1(CCOC1C)C(C#N)=C(N)O2 (stereo unspecified),5%,2%,nt
O=C(CSc1nnnn1-c1ccccc1)N1N=CCC1c1ccccc1 (stereo unspecified),-18%,-2%,8%
COc1ccc(OC)c(NC(=O)Cn2c(CCC(=O)O)ccc2-c2ccc(C)cc2)c1,-10%,6%,-3%

# Only part of the results is shown; count on the stated rates, not on these rows.
